PfGluPho inh: PfG6PD (Plasmodium falciparum) enzyme inhibition; PfGluPho enzyme, NADPH resazurin-diaphorase fluorescence; inhibition, % at 20 µM; hit rate 0.78% among 350,000; AID 504690;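 active = inhibition reaching at least a set limit at 20 µM in the primary screen, cut at about 59% in these data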;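 also: 0% = DMSO wells with substrate and 100% = DMSO wells lacking glucose-6-phosphate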
ATG4B inhibitor: ATG4B (human) cysteine protease inhibition | Q9Y4P1 | ATG4B cleavage of LC3-PLA2, NBD-HPC fluorescence, 1 h | inhibition, % at 8.33 µM | hit rate 0.51% among 340,000; in the data active = inhibition above about 40%
Target sequence (Q9Y4P1 whole entry, looked up): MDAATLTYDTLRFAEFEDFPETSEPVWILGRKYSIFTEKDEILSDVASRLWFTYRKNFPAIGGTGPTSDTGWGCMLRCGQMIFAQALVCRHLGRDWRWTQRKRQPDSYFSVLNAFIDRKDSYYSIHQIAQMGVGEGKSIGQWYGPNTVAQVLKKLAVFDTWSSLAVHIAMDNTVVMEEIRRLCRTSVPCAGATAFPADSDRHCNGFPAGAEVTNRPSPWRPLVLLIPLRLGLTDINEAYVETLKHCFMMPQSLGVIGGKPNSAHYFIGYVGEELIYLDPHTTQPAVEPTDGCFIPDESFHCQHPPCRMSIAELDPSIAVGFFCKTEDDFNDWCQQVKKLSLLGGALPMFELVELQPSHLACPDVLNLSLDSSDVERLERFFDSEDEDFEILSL
mIAP inh: mouse IAP inhibition; hit rate 0.2% among 330,000; inhibition, % at 10 µM; purified mouse IAP, CDP-Star luminescence, 30 min; AID 2806;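 active = inhibition of at least 40% at 10 µM in the primary screen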;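 also: plate controls were DMSO with enzyme for no effect and no enzyme wells for full effect; values of inactives mirror those of a sister screen read the other way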
mIAP activ: mouse IAP activation. muIAP, CDP-Star luminescence, 30 min; active compounds read high; 1 = vehicle-only enzyme signal, 0 = enzyme-free wells. activation factor at 10 µM. AID 2805. hit rate 0.24% among 330,000;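 active = activation factor of at least 2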; also: the source names both 10 and 20 µM as test concentration; values of inactives mirror those of a sister screen read the other way
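Assay system: mouse IAP enzyme / Compound: DMSO-dissolved test compounds / Timing: 30 min, room temperature / Measured by: luminescence from enzymatic CDP-Star hydrolysis / Control set: DMSO-only wells, enzyme-free buffer wells as negative control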
A3A deaminase: inhibitors of human APOBEC3A DNA deaminase; inhibition, % at 20 µM; hit rate 0.41% among 330,000; recombinant A3A, FAM/TAMRA ssDNA deamination fluorescence;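 active = at least 40% inhibition at 20 µM here, with at most 30% in a related deaminase screen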;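 also: plate controls were A3A with DMSO for no effect and wells lacking A3A enzyme for full effect; some results filed as inactive read as strong as hits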
hIAP inh: blocks human intestinal alkaline phosphatase; inhibition, % at 10 µM; hit rate 0.12% among 330,000; purified IAP, CDP-Star luminescence, 30 min;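 active = inhibition reaching a set limit with compound at 10 µM in the primary screen, cut at about 35% in these data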;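 also: plate controls were DMSO wells with enzyme for no effect and no-enzyme buffer wells for full effect; values of inactives mirror those of a sister screen read the other way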
Target sequence (P09923 whole entry, looked up): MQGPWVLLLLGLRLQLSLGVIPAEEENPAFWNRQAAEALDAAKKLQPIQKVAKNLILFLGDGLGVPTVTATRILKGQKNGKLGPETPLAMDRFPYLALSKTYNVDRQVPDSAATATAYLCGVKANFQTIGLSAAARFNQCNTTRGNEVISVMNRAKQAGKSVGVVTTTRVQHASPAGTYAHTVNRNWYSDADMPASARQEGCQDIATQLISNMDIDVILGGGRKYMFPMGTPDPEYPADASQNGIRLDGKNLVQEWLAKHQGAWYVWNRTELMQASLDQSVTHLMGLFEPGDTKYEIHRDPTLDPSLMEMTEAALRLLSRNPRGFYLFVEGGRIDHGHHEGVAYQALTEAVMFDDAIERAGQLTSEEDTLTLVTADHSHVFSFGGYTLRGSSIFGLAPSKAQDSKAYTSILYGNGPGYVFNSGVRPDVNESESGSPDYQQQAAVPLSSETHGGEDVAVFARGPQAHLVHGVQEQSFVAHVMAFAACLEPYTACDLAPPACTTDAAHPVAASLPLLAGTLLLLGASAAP
hIAP act: human IAP activation. purified human IAP, CDP-Star luminescence, 30 min; active compounds read high; 1 = vehicle-only enzyme, 0 = enzyme-free background. P09923. activation factor at 10 µM. AID 2524. hit rate 0.16% among 330,000;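 active = activation factor of the enzyme at least 2-fold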; also: the source names both 10 and 20 µM as test concentration; values of inactives mirror those of a sister screen read the other way
HKDC1 inhibitor: HKDC1 (human) hexokinase inhibition; Q2TB90; AID 493160; recombinant HKDC1, G6PDH/diaphorase resazurin coupled fluorescence; inhibition, % at 20 µM; hit rate 0.16% among 340,000;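 active = inhibition above about 35% when tested at 20 µM, limit read from the data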;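 also: plate controls were DMSO wells with enzyme for no effect and DMSO wells lacking enzyme for full effect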
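Assay system: recombinant HKDC1 hexokinase; detection: coupled resazurin fluorescence, excitation 525 nm, emission 613 nm; benchmarks: DMSO-plus-enzyme-mix negative control, buffer-substituted positive control; compound dosing: single 20 µM dose; schedule: 90 min at room temperature in dark; also added: glucose plus 1 mM ATP as hexokinase substrates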
Numbers without * were called inactive; . = no result given.

SMILES	PfGluPho inh	ATG4B inhibitor	mIAP inh	mIAP activ	A3A deaminase	hIAP inh	hIAP act	HKDC1 inhibitor
CCSc1nc2c(c(=O)n1CC)SC(C)C2 (stereo not given)	-2	-2	2	0.98	-4	11	0.89	0
CC1(c2ccccc2)NC(=O)N(CC(=O)NC(=O)NC2CCCC2)C1=O (stereo not given)	-6	-4	-6	1.1	-8	-27	1.3	-4
CCN(CC)S(=O)(=O)c1ccc(/C=C/C(=O)N(c2ccccn2)C2CCCCC2)cc1	-9	6	-3	1	-2	-2	1	-4
Cc1cc(Cn2nc(C(=O)NCC3CC3)cc2-c2ccccc2)on1	23	4	5	0.95	1	5	0.95	-3
COc1cccc(NC(=O)CSC(N)=O)c1	4	-5	19	0.81	-6	-54	1.5	11
O=C(NCC(c1cccs1)N1CCOCC1)C1CCN(S(=O)(=O)c2c(Cl)cccc2Cl)CC1 (stereo not given)	9	-7	0	1	-3	4	0.96	-2
COc1ccc(CNC(=O)CN(C(=O)CCC(=O)Nc2ccccn2)c2cc(C)ccc2C)cc1	4	-10	-1	1	-2	6	0.94	-3
O=C(O)c1cccc(Nc2nc(C(F)(F)F)nc3ccccc23)c1	-22	-1	0	1	1	-17	1.2	-7
CCC(=O)c1ccc(OCC(=O)Nc2cc(S(=O)(=O)N3CCCCC3)ccc2N2CCN(CC)CC2)cc1	6	-5	1	0.99	55*	2	0.97	-4
COc1ccc(NC(=O)CCNC(=O)c2ccccc2Cl)cc1OC	-9	2	4	0.96	1	0	1	-3
O=C(CN1CCN(S(=O)(=O)c2ccccc2F)CC1)N1CCc2ccccc2C1	-3	-12	-10	1.1	-3	-12	1.1	-10
Nc1cccc(-n2nncc2-c2ccccc2)c1	0	-12	-1	1	1	7	0.93	-2
O=C(CCSc1ccccc1)Nc1ccccc1C(=O)N1CCCC1	-16	-9	4	0.96	-3	-10	1.1	-6
COc1cccc(-c2cc(N)nn2C(=O)Nc2ccc(Cl)cc2)c1	18	-18	-14	1.1	3	-10	1.1	-1
C=C(C)C(=O)NNc1ccccc1	17	-5	1	0.99	-2	-6	1.1	-7
C/C(=N\Nc1nc2ccccc2[nH]1)c1ccc(C)o1	22	-10	13	0.87	4	4	0.96	12
Cc1occc1C(=O)NC(C)CCc1ccccc1 (stereo not given)	3	4	2	0.98	0	4	0.96	-8
COc1cc(/C=N\NC(C)=O)ccc1OC/C=C/c1ccccc1	26	0	-4	1	1	-9	1.1	-5
NC1=NC(=O)/C(=C/c2ccsc2)S1	0	3	-2	1	1	-10	1.1	2
Cc1ccc(C(CNC(=O)c2ccc(Br)o2)N2CCN(C)CC2)cc1 (stereo not given)	-5	-3	-2	1	0	12	0.88	-4
COc1ccc2cc(CN(CC3CCCO3)S(=O)(=O)c3ccccc3Cl)c(=O)[nH]c2c1 (stereo not given)	16	-12	12	0.88	-4	2	0.98	-10
Nc1c2c(nc3cccc(Cl)c13)N(c1ccccc1)CC2	-6	6	6	0.94	-2	-1	1	2
COc1cc2c(cc1OC)/C(=C/c1ccc(Cl)cc1)C(=O)OC2	15	-16	11	0.89	-1	7	0.93	0
O=C(Nc1cccc(F)c1)c1ccc2c(c1)OCO2	28	0	-1	1	5	-10	1.1	-1
O=C(NC1CCCCC1)c1sc(N2CCOCC2)nc1-c1ccccc1	5	6	8	0.92	2	13	0.87	-2

New compounds follow.
SMILES	PfGluPho inh	ATG4B inhibitor	mIAP inh	mIAP activ	A3A deaminase	hIAP inh	hIAP act	HKDC1 inhibitor
COc1ccccc1NS(=O)(=O)c1ccc(NC(=O)N2CCCCC2)cc1	-8	-1	-1	1	1	5	0.95	1
COc1cc2c(cc1OC)[C@H](C)N(C(=S)Nc1ccc(F)cc1)CC2	15	-4	0	1	-8	-127	2.3*	-2
Cc1ccc(C(=O)OCC(=O)NC2CCCC2)cc1C	6	3	3	0.97	-3	-2	1	-8
O=C(NN1CCCCC1)c1ccccc1	-17	3	-13	1.1	-4	3	0.97	0
O=C(CN1C(=O)C2C3CC(C(Br)C3Br)C2C1=O)N1CCOCC1 (stereo not given)	1	4	0	1	7	-12	1.1	2
NC(=O)c1nsc(C(=O)N(Cc2ccco2)C(C(=O)NCC2CCCO2)c2ccc(F)cc2)c1N (stereo not given)	-2	-10	10	0.9	2	8	0.92	-5
CCOc1ccc(NC(=O)CC2C(=O)N(c3ccc(OC)cc3)C(=O)N2Cc2ccc(OC)cc2)cc1 (stereo not given)	5	-7	-2	1	3	-12	1.1	-4
FC(F)(F)c1cccc(N2CCN(C3CC4CCC3C4)CC2)c1 (stereo not given)	-19	-1	-7	1.1	-3	2	0.98	0
Nc1nc(Nc2ccccc2F)sc1C(=O)c1ccccc1	-3	6	12	0.88	-7	-14	1.1	-1
CC1Cc2ccccc2N1C(=O)Cn1nnc(-c2ccccc2NC(=O)C2CCC2)n1 (stereo not given)	-6	7	-6	1.1	3	11	0.89	0
CCC1CN(S(=O)(=O)c2cc(-c3cc(C)no3)ccc2OC)c2cc(C)ccc2O1 (stereo not given)	10	-16	4	0.96	-2	-4	1	-1
CN(Cc1ccccc1)C(=O)COC(=O)CCNC(=O)c1ccccc1Cl	0	-1	-10	1.1	-7	3	0.97	-9
COc1ccc(OC)c(CN2CCC(Cc3ccccc3)CC2)c1	0	-3	6	0.94	-5	-32	1.3	-3
O=C(N/N=C/C(Cl)=C/c1ccccc1)c1cnccn1	-3	9	-4	1	0	-6	1.1	0
CCCNC(=O)N1CCC(n2nccc2NC(=O)CCOc2ccccc2)CC1	-3	1	-1	1	-7	-26	1.3	3
CCc1nc(NCc2ccc3c(c2)OCO3)c2oc3ccccc3c2n1	8	24	-8	1.1	-4	2	0.98	10
CCOC(=O)N1CCC(N(CCOC)C(=O)Nc2ccc(Cl)cc2)CC1	0	-9	-25	1.3	2	12	0.88	-5
COc1cc2c(cc1OC)CN(C(=O)c1cc(S(=O)(=O)N3CCOCC3)c(Cl)cc1Cl)CC2	-5	-7	7	0.93	2	2	0.97	-5
COc1ccc(CCN(C)C(=O)C2CC(=O)N(Cc3ccc(C)cc3)C2)cc1OC (stereo not given)	1	9	-16	1.2	2	-6	1.1	-9
COC(=O)c1ccc(NC(=S)Nc2ccccc2)cc1	11	-16	11	0.89	-2	12	0.88	-10
CCOc1ccc(NC(=O)CCN2CCCCC2)cc1	-8	-12	-3	1	1	8	0.92	-15
COc1ccc(N=C2SC(CC(=O)Nc3ccccc3)C(=O)N2CCc2ccccn2)cc1 (stereo not given)	5	-6	-8	1.1	0	7	0.93	-4
O=C(OCC(=O)N1CCCC1=O)C1CCN(S(=O)(=O)c2ccc(Cl)c(C(F)(F)F)c2)CC1	-22	0	-7	1.1	-1	8	0.93	1
CC(=O)Nc1ccc(C(=O)OCC(=O)NCc2cccs2)cc1	-2	-13	3	0.97	0	1	0.99	0
Cc1cccc(C)c1NC(=O)CSc1ncnc2[nH]ncc12	-1	-3	-1	1	-3	-18	1.2	-8

Additional compounds.
SMILES	PfGluPho inh	ATG4B inhibitor	mIAP inh	mIAP activ	A3A deaminase	hIAP inh	hIAP act	HKDC1 inhibitor
CCCCCCCN1C2=NCCCN2c2ccccc21	-7	12	1	0.99	-4	-20	1.2	-11
O=C(CCS(=O)(=O)c1ccccc1)Nc1nc2c(s1)COc1ccccc1-2	-6	9	26	0.74	-6	11	0.89	5
CCCOc1ccc(C2C(C(=O)c3cc4ccccc4o3)=C(O)C(=O)N2c2cc(C)on2)cc1OC (stereo not given)	-1	-12	7	0.93	-3	13	0.87	-12
CCOc1ccc(C(=O)NC(C)CCc2ccccc2)cc1 (stereo not given)	6	-7	-1	1	6	-1	1	1
CCN(CC)Cc1cc(C(=O)O)c(-c2ccccc2)o1	-14	9	5	0.95	4	10	0.9	5
O=C(c1ccco1)N1CCN(c2nc(-c3ccc(F)cc3)cs2)CC1	-21	-1	18	0.81	2	-100	2*	-1
COc1ccc(C(=O)/C=C/c2ccc(OCc3ccccc3)cc2)cc1CSCC(=O)O	-23	49*	16	0.83	-1	15	0.85	15
Cc1cccc(NC(=O)CN2C(=O)C(C)Oc3ccccc32)n1 (stereo not given)	-14	4	-2	1	-6	-7	1.1	1
CCN(CC)CCN(C(=O)c1ccc(N2C(=O)CCC2=O)cc1)c1nc2cc3c(cc2s1)OCCO3	12	-8	-1	1	6	2	0.98	-2
O=C1NCCCc2nonc21	-21	1	2	0.98	-2	-24	1.2	10
CC(NC(=O)CNC(=O)c1ccco1)c1ccc(S(N)(=O)=O)cc1 (stereo not given)	-15	-12	-2	1	-7	-5	1	-4
Cc1ccnc(Sc2ccc([N+](=O)[O-])cc2[N+](=O)[O-])n1	12	7	-5	1.1	1	-5	1.1	1
CC1CC(C)CN(C(=O)c2ccc3c(c2)OCCO3)C1 (stereo not given)	-1	-6	-6	1.1	-1	-14	1.1	-4
COc1ccc(OCC(=O)N2CCN(c3nnc(-c4ccc(C)cc4)c4ccccc34)CC2)cc1	1	-15	12	0.88	-6	14	0.86	1
CC(=O)C1=C(c2ccccc2)NC(=S)NC1c1cc(Cl)c(OC(C)C)c(Cl)c1 (stereo not given)	25	16	-8	1.1	1	14	0.86	-5
O=C(NCc1ccc(F)cc1F)c1cc(COc2c(F)cccc2F)on1	4	14	-2	1	4	4	0.96	-2
CCOC(=O)C1=NN(c2ccc([N+](=O)[O-])cc2)CC1C(=O)OC (stereo not given)	38	5	7	0.93	0	16	0.84	-6
O=C(CN1CCCCC1)c1c[nH]c2ccccc12	10	-4	-6	1.1	-4	16	0.84	0
CC(=O)OCC(=O)N1N=C(c2ccc3ccccc3c2)CC1c1ccccc1 (stereo not given)	7	-3	12	0.88	-2	7	0.93	-5
COc1ccccc1N(C)S(=O)(=O)c1ccc(C(=O)OCC(=O)Nc2ccc(C(N)=O)cc2)cc1	-4	-7	9	0.91	-6	-2	1	4
COc1ccc(N2CCN(CCCNC(=O)CC3Oc4ccc(C)cc4NC3=O)CC2)cc1 (stereo not given)	11	-5	10	0.9	-6	0	1	4
CCOC(=O)c1c2c(n(C)c1COC)C(=O)C(=O)c1ccc(Br)cc1-2	.	.	6	0.94	3	-5	1	.
O=C1c2cccnc2C(Nc2ccccc2)N1Cc1ccco1 (stereo not given)	-25	-8	5	0.95	2	5	0.95	8
Cc1ncccc1C(=O)N1CCCC(CNC(=O)c2ccc(-c3ccccc3)cc2)C1 (stereo not given)	-2	-4	-7	1.1	2	-7	1.1	1
Cc1cc(C)c(C#N)c(Nc2ccccc2Cl)n1	-2	-3	8	0.92	-4	1	0.99	3

7 entries from above in another layout.
Each structure is followed by: PfGluPho inh | ATG4B inhibitor | mIAP inh | mIAP activ | A3A deaminase | hIAP inh | hIAP act | HKDC1 inhibitor
Cc1cccc(NC(=O)CN2C(=O)C(C)Oc3ccccc32)n1 (stereo not given)
 : -14 | 4 | -2 | 1 | -6 | -7 | 1.1 | 1
CCCOc1ccc(C2C(C(=O)c3cc4ccccc4o3)=C(O)C(=O)N2c2cc(C)on2)cc1OC (stereo not given)
 : -1 | -12 | 7 | 0.93 | -3 | 13 | 0.87 | -12
O=C(CN1CCCCC1)c1c[nH]c2ccccc12
 : 10 | -4 | -6 | 1.1 | -4 | 16 | 0.84 | 0
O=C1c2cccnc2C(Nc2ccccc2)N1Cc1ccco1 (stereo not given)
 : -25 | -8 | 5 | 0.95 | 2 | 5 | 0.95 | 8
CC(NC(=O)CNC(=O)c1ccco1)c1ccc(S(N)(=O)=O)cc1 (stereo not given)
 : -15 | -12 | -2 | 1 | -7 | -5 | 1 | -4
COc1ccc(N2CCN(CCCNC(=O)CC3Oc4ccc(C)cc4NC3=O)CC2)cc1 (stereo not given)
 : 11 | -5 | 10 | 0.9 | -6 | 0 | 1 | 4
CCN(CC)Cc1cc(C(=O)O)c(-c2ccccc2)o1
 : -14 | 9 | 5 | 0.95 | 4 | 10 | 0.9 | 5
